KOR beta-arrestin-1 = KOR antagonists, beta-arrestin recruitment, cell-based, luminescence, uHTS (AID 1778); one-dose inhibition, % at 10 µM; IC50 in µM for titrated hits; KOR beta-arrestin recruitment, luminescence, antagonist mode; higher % means a stronger effect; 0.091% of 290,000 active; note: strong numbers were not always called active
HEK293 NOD2/NF-kB = NOD2 signaling inhibitors, cell-based, luminescence, uHTS, HEK293 (AID 1566); 0.63% of 290,000 active; HEK293 NOD2/NF-kB luciferase reporter, luminescence; higher % means a stronger effect; one-dose inhibition, % at 4 µM; EC50 in µM for titrated hits; note: many of its hits are not listed in these tables
CSM14.1 death rescue = rescue of cells from ER stress-induced death, primary screen, 384-well, CSM14.1, thapsigargin, ATP luminescence (AID 1222). CSM14.1 thapsigargin-induced death rescue, ATP luminescence; higher % means a stronger effect. cellular ATP content (survival), % at 20 µM, or EC50 in µM where a hit was titrated. 190,000 tested, under 10 active;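 active = EC50 below 50 µM in the dose-response confirmation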;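 note: death triggered by thapsigargin at about 15 µM added after 2 h compound pretreatment; cell ATP read after overnight thapsigargin exposure of roughly 18 to 22 hours; normalized against plate controls of thapsigargin alone and 5% DMSO vehicle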
GPR55 beta-arrestin = GPR55 agonists via beta-arrestin recruitment, primary screen, imaging, U2OS cells, beta-arrestin-GFP redistribution (AID 1961). U2OS GPR55 beta-arrestin-GFP redistribution imaging; higher % means a stronger effect. G-protein coupled receptor 55 (Homo sapiens). 0.048% of 290,000 active. activation, % at 10 µM; hits with a dose series show EC50 in µM;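 active = activation above 40% with more than 50 cells counted in the well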;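 note: U2OS osteosarcoma cells stably expressing GPR55 and beta-arrestin-GFP; plate controls were DMSO negative control for no effect and LPI positive control for full effect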
TNAP activation fold = human TNAP enzyme activators, primary screen, biochemical, luminescent, no phosphate acceptor, uHTS (AID 1001) | purified TNAP, luminescent activation assay, no phosphate acceptor; higher activation fold means a stronger effect | activation fold at 20 µM, or EC50 in µM where a hit was titrated | 0.03% of 200,000 active; in the data active = activation fold from about 3, or a potency from the dose series; inactive = the rest, 99 in 100 with activation fold below about 1.6; note: many of its hits are not listed in these tables
KOR beta-arrestin-2 = KOR agonists, beta-arrestin recruitment, primary screen, cell-based, luminescence, uHTS (AID 1777) | Kappa-type opioid receptor (Homo sapiens) | KOR beta-arrestin recruitment, luminescence; higher % means a stronger effect | activation, % at 10 µM, or EC50 in µM where a hit was titrated | 0.02% of 280,000 active; in the data active = activation above about 50%, passing the limit was not always enough; note: a part of the inactive calls stands beside numbers as strong as those of hits
NOD1 NF-kB reporter = NOD1 signaling inhibitors, primary screen, cell-based, luminescence, uHTS (AID 1578); one-dose inhibition, % at 4 µM; EC50 in µM for titrated hits; 1% of 290,000 active; NOD1-driven NF-kB luciferase reporter cells, luminescence; higher % means a stronger effect; in the data active = inhibition mostly above about 36%, no sharp cut-off; inactive = mostly below about 34%;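 note: HEK-293T reporter cells stimulated with the NOD1 agonist gamma-tri-DAP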
Yfh1-off respiration = enhancers of respiration in Yfh1-depleted yeast, dose response, Friedreich's ataxia, plus single-dose screen (AID 1465) | S. cerevisiae Yfh1-off respiration, WST-1 reduction, 72 h; higher fold induction means a stronger effect | one-dose fold induction at 50 µM; EC50 in µM for titrated hits | 0.074% of 220,000 active;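 active = fold induction of absorbance versus untreated yeast above a set limit, then at least 30% activation at any dose in follow-up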;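 note: activators that raise dye reduction in frataxin-depleted yeast; strong numbers were not always called active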
NTR1 agonist = agonists of NTR1, primary screen, imaging, U2OS cells, beta-arrestin-GFP, high content (AID 493036); Neurotensin receptor type 1 (Homo sapiens), P30989; NTR1-U2OS beta-arrestin-GFP spot imaging, agonist mode; activation, % at 20 µM; 0.17% of 330,000 active;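 active = activation at or above 40% of the spot to cytoplasm intensity ratio, with at least 20 cells analyzed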;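 note: 0% = DMSO without peptide and 100% = 100 nM NTR1 peptide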
Target sequence (P30989 whole entry, looked up): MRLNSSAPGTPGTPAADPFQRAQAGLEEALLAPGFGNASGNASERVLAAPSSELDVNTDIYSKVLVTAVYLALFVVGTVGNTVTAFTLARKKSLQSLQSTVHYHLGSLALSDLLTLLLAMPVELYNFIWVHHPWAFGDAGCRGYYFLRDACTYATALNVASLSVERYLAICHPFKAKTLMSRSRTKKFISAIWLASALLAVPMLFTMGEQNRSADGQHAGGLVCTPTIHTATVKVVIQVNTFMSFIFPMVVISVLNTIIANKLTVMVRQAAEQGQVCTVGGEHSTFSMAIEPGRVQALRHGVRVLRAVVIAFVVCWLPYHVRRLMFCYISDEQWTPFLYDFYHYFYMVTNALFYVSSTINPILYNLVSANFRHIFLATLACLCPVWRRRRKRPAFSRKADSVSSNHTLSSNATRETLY
NTR1 agonist cell count 20 µM = recorded beside NTR1 agonist, whose call it bears; cell count; measured here: cell count, cytotoxicity flag
Numbers without * were called inactive; i = inactive; x = not tested or not shown; [ ] = remark or other dose. Cut-off read from the data, not from the text of the source, unless noted: active = inhibition above about 50%; inactive = the rest. A portion of the library (hit frequency here may not be typical).

cpd	SMILES	KOR beta-arrestin-1	HEK293 NOD2/NF-kB	CSM14.1 death rescue	GPR55 beta-arrestin	TNAP activation fold
1	NS(=O)(=O)c1ccc(CCNC(=O)Cn2c(=O)c3cccn3c3cccnc32)cc1	-21%	5%	x	-0.2%	x
2	O=C(/C=C/c1ccccc1)NC(=S)Nc1ccc2c3c(cccc13)CC2	-20%	9%	9.4%	-0.2%	1.1
3	CCSc1cc(Cl)nc(N)n1	11%	-2%	x	0.4%	x
4	COc1ccnc(Oc2ccc(F)cc2)c1C(=O)N/C=N/OCc1ccc(F)cc1	-10%	-1%	1.4%	-0.1%	1
5	Cc1cc(C(=O)OCC(=O)c2ccc3c(c2)NC(=O)CO3)c2ccccc2n1	-12%	-15%	-1.1%	-0.1%	1
6	CC(C)c1nnc(NC(=O)CCC(=O)NC2CCCCC2)s1	6%	9%	x	-0.2%	x
7	CCOC(=O)CSc1nnc(CNc2cccc(Cl)c2)n1-c1ccccc1	-24%	-2%	0.3%	-0.1%	1.1
8	O=[N+]([O-])c1ccc(NC(=S)N2CCN(c3ccc(F)cc3)CC2)cc1	-11%	12%	-1.3%	0.2%	1
9	CC(C)Cc1nc(N2CCN(C(=O)c3ccco3)CC2)c(C#N)c2c1CCCC2	10%	24%	x	-0.2%	x
10	O=C(NCCSCc1ccccc1)c1ccccc1	-16%	-17%	-3.5%	0.3%	1
11	Cc1ccc(Cn2nnc3c(=O)n(CC(=O)NCc4ccc5c(c4)OCO5)cnc32)cc1	-10%	-5%	-0.3%	-0.3%	1.3
12	CC(=O)c1cccc(NC(=O)c2ccc(OC3CSC3)cc2)c1	27%	-4%	-1.4%	0.0%	1.1

cpd	KOR beta-arrestin-2	NOD1 NF-kB reporter	Yfh1-off respiration	NTR1 agonist	NTR1 agonist cell count 20 µM
1	-1.7%	-23%	x	-0.4	71
2	6.1%	-65%	i	4.1	48
3	0.5%	-7%	i	-0.7	59
4	1.7%	-24%	i	0.3	52
5	-0.9%	-27%	i	4.1	55
6	-6.2%	-2%	i	0.8	51
7	-5.8%	15%	i	-2.2	83
8	6.0%	14%	x	6.2	41
9	-0.9%	3%	x	21	48
10	4.8%	-6%	i	2.4	64
11	11%	-12%	i	0.0	55
12	-4.0%	-17%	i	1.1	42

(continued)
cpd	SMILES	KOR beta-arrestin-1	HEK293 NOD2/NF-kB	CSM14.1 death rescue	GPR55 beta-arrestin	TNAP activation fold
13	O=C(CN1C(=O)CSC1=O)Nc1ccc(N2CCOCC2)cc1	-8%	-4%	x	-0.1%	1.1
14	O=C(CSc1nnc(-c2cccs2)n1-c1ccccc1)N1CCN(C(=O)c2ccco2)CC1	11%	10%	2.2%	0.3%	1.1
15	CC12CC(c3ccccc3O1)N(C(=O)c1ccco1)C(=S)N2c1ccc(F)cc1 (stereo not drawn)	-4%	20%	-0.5%	0.0%	0.9
16	Cc1ccc(C)c(N2CCN(S(=O)(=O)c3c(C)noc3/C=C/N(C)C)CC2)c1	4%	8%	-2.3%	-0.2%	0.9
17	CC(C)(C)c1ccc(C(=O)N2CCN(c3nc4ccccc4o3)CC2)cc1	11%	16%	-0.5%	-0.2%	1.2
18	O=C(Nc1ccccc1N1CCCC1)c1cccc(F)c1	23%	4%	x	-0.2%	x
19	COCCNC(=O)C1CCN(S(=O)(=O)c2ccccc2)CC1	-2%	7%	0.2%	-0.1%	1.1
20	O=C1c2ccccc2C(=O)N1CCCCSc1nnnn1-c1ccccc1	1%	4%	0.5%	0.2%	1.1
21	CCOC(=O)C1=C(C)OC(N)=C(C#N)C1C1CCCCC1 (stereo not drawn)	14%	14%	x	0.2%	0.9
22	O=C(Oc1cccc(N2C(=O)CCC2=O)c1)C1CC(=O)N(c2ccc(F)cc2)C1 (stereo not drawn)	20%	8%	0.2%	0.3%	1.1
23	COc1ccc(OC)c(C2=NOC(C(=O)NCc3ccccn3)C2)c1 (stereo not drawn)	-30%	21%	-0.6%	0.2%	1.2
24	N/C(CC(=O)NC1CCCCC1)=N\OCC(=O)Nc1ccc(Cl)c(Cl)c1	12%	7%	x	-0.1%	x

cpd	KOR beta-arrestin-2	NOD1 NF-kB reporter	Yfh1-off respiration	NTR1 agonist	NTR1 agonist cell count 20 µM
13	0.1%	x	x	-3.5	99
14	-1.5%	-15%	i	x	x
15	-2.1%	6%	i	4.4	93
16	-4.6%	-13%	i	4.7	62
17	2.4%	28%	i	1.7	67
18	-2.4%	-23%	x	-0.7	59
19	-2.6%	-15%	i	0.2	49
20	7.8%	-4%	i	0.5	48
21	-2.0%	14%	i	0.0	42
22	-4.5%	4%	i	0.1	44
23	4.9%	2%	x	0.1	82
24	-3.0%	-6%	i	-0.3	62

Filtered by structure: the compounds so far containing an aryl methoxy group.
cpd	SMILES	KOR beta-arrestin-1	HEK293 NOD2/NF-kB	CSM14.1 death rescue	GPR55 beta-arrestin	TNAP activation fold
4	COc1ccnc(Oc2ccc(F)cc2)c1C(=O)N/C=N/OCc1ccc(F)cc1	-10%	-1%	1.4%	-0.1%	1
23	COc1ccc(OC)c(C2=NOC(C(=O)NCc3ccccn3)C2)c1 (stereo not drawn)	-30%	21%	-0.6%	0.2%	1.2

cpd	KOR beta-arrestin-2	NOD1 NF-kB reporter	Yfh1-off respiration	NTR1 agonist	NTR1 agonist cell count 20 µM
4	1.7%	-24%	i	0.3	52
23	4.9%	2%	x	0.1	82

Remaining list, next part
cpd	SMILES	KOR beta-arrestin-1	HEK293 NOD2/NF-kB	CSM14.1 death rescue	GPR55 beta-arrestin	TNAP activation fold
25	C=CCn1c(SCC(=O)Nc2ccc(C(=O)OCC)cc2)nnc1-c1cccs1	1%	19%	-0.4%	-0.1%	1.1
26	O=C(Cn1cc([N+](=O)[O-])cn1)N1CCN(c2ccccc2)CC1	-11%	4%	x	0.4%	x
27	CCOC(=O)CSc1nnc(NC(=O)c2cccc(S(=O)(=O)N3CCCC3)c2)s1	-24%	-6%	0.8%	0.2%	1
28	CC1=C(C(=O)NCCCOC(C)C)C2(CCC(C)CC2)OC1=O (stereo not drawn)	13%	9%	x	-0.2%	1.1
29	Cc1cccc(NC(=S)N2CCC(c3nc4ccccc4o3)CC2)c1	14%	-1%	2.2%	0.1%	1
30	Nc1nc(-c2cccnc2)nn1C(=O)c1ccccc1Cl	19%	5%	-1.8%	0.0%	0.9
31	CCn1c(C)c(C)c2cc(C(=O)N3CCc4ccccc4C3)ccc21	-74%	17%	x	-0.2%	x
32	CCOC(=O)c1c(C)[nH]c(C)c1S(=O)(=O)N1CCN(C(=O)c2ccco2)CC1	22%	18%	x	0.3%	x
33	CCCCC(=O)OCC(=O)Nc1ccc(C)c(F)c1	-9%	15%	-0.7%	-0.3%	1.1
34	O=C1c2ccccc2C(=O)N1OCc1ccc(Cl)cc1	-47%	-1%	-0.4%	0.0%	1
35	CC(NC(=O)COc1ccc(N(C)S(=O)(=O)c2ccccc2)cc1)c1ccccc1 (stereo not drawn)	-6%	2%	2.7%	-0.4%	1
36	Cc1ccccc1CN1CCC(n2nccc2NC(=O)CCOc2ccccc2)CC1	-19%	-13%	x	0.0%	x

cpd	KOR beta-arrestin-2	NOD1 NF-kB reporter	Yfh1-off respiration	NTR1 agonist	NTR1 agonist cell count 20 µM
25	-2.7%	-3%	i	0.0	60
26	-4.4%	-28%	x	-0.5	64
27	-0.8%	-5%	i	0.0	56
28	-3.9%	-22%	i	-2.6	58
29	-3.7%	-13%	i	0.9	39
30	-1.9%	-20%	i	x	x
31	-1.3%	4%	x	5.3	124
32	-4.2%	-10%	x	-0.6	61
33	-2.9%	-3%	i	1.0	47
34	6.4%	-7%	i	-1.1	33
35	-4.6%	-20%	i	0.5	56
36	2.6%	-14%	x	0.8	49

(more compounds)
cpd	SMILES	KOR beta-arrestin-1	HEK293 NOD2/NF-kB	CSM14.1 death rescue	GPR55 beta-arrestin	TNAP activation fold
37	Cc1ccc2nc(Cn3cc(C(F)(F)F)cc(Cl)c3=O)cc(=O)n2c1	9%	3%	0.6%	0.2%	1.1
38	CCc1nc(OCCN(C)C)c2oc3ccccc3c2n1	-5%	-5%	-1.1%	-0.2%	1.1
39	O=[N+]([O-])c1ccc(N2CCN(c3ccc(F)cc3)CC2)cc1	26%	0%	x	0.0%	x
40	CCOC(=O)Cc1csc(NC(=S)NC(=O)c2cc(OC)cc(OC)c2)n1	-17%[20 µM]	11%	-2.2%	-0.1%	0.9
41	COC(=O)c1ccc(Cn2cc(Cl)cn2)cc1	2%	2%	-1.1%	0.0%	1.1
42	CCN1CCC(NC(=O)Nc2ccc(F)cc2F)CC1	-20%[20 µM]	11%	-2.6%	0.1%	1.1
43	CC(C)Cc1cc(C(=O)O)n[nH]1	-12%	0%	-2.9%	-0.1%	0.5
44	CCOc1ccc(NC(=S)N(CCc2c(C)[nH]c3ccccc23)Cc2ccco2)cc1	-11%	18%	1.1%	0.2%	1
45	O=C(CCCN1C(=O)c2cccc3cccc(c23)C1=O)Nc1nccs1	5%	12%	x	1.0%	x
46	Cc1ccc(/C=C/C(=O)Nc2ccc(O)c3c(=O)cc(-c4ccccc4Cl)oc23)cc1	26%	6%	x	0.0%	x
47	CC(CC(=O)Nc1ccc(-c2ccno2)cc1)n1cccn1 (stereo not drawn)	-23%	-13%	x	-0.2%	x
48	C[n+]1nc(Nc2ccccc2)sc1-c1ccc(O)cc1	-25%[20 µM]	18%	x	-0.2%	x

cpd	KOR beta-arrestin-2	NOD1 NF-kB reporter	Yfh1-off respiration	NTR1 agonist	NTR1 agonist cell count 20 µM
37	-3.9%	-31%	i	6.5	62
38	31%	-2%	i	0.1	82
39	-1.1%	-6%	x	5.5	83
40	-0.6%	-30%	i	4.7	39
41	-0.4%	13%	i	-0.3	86
42	1.0%	-24%	i	-0.8	78
43	-0.5%	-10%	i	-1.4	92
44	0.2%	-14%	x	0.2	45
45	-1.3%	2%	i	0.9	45
46	5.5%	11%	i	4.4	48
47	0.1%	-23%	x	0.8	62
48	-1.8%	8%	x	-4.3	75

A second format for some results above:
39: O=[N+]([O-])c1ccc(N2CCN(c3ccc(F)cc3)CC2)cc1
40: CCOC(=O)Cc1csc(NC(=S)NC(=O)c2cc(OC)cc(OC)c2)n1

Screen / compound no.	39	40
KOR beta-arrestin-1	26%	-17%[20 µM]
HEK293 NOD2/NF-kB	0%	11%
CSM14.1 death rescue	x	-2.2%
GPR55 beta-arrestin	0.0%	-0.1%
TNAP activation fold	x	0.9
KOR beta-arrestin-2	-1.1%	-0.6%
NOD1 NF-kB reporter	-6%	-30%
Yfh1-off respiration	x	i
NTR1 agonist	5.5	4.7
NTR1 agonist cell count 20 µM	83	39
